Compound activity from PubChem.
STEP block: inhibitors of human striatal-enriched phosphatase STEP. recombinant STEP, OMFP fluorogenic substrate, fluorescence. inhibition, % at 20 µM. 360,000 tested, 0.25% active;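 active = inhibition at 20 µM, scaled per plate between control wells, above about 37%, limit read from the data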;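 also: 0% = DMSO with enzyme and substrate and 100% = substrate only without enzyme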
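Material: STEP (striatal-enriched tyrosine phosphatase) enzyme, cell-free | Medium: 50 mM Bis-Tris pH 6.0 with 2.5 mM DTT and 0.005% Tween 20 | Read-out: Percent inhibition scaled to no-enzyme and uninhibited-enzyme controls, plate-pattern corrected | Signal: Fluorescence read at 480 nm ex / 540 nm em | Times: 20 min reaction, room temperature, in the dark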
Scp-1 inhibitor: blocks human Scp-1 phosphatase activity. Recombinant Scp1, phosphopeptide, malachite green phosphate absorbance. inhibition, % at 20 µM. Q9GZU7. 340,000 tested, 0.88% active;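 active = inhibition above about 50% at 20 µM, limit read from the data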;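 also: plate controls were DMSO wells with enzyme for no effect and wells lacking enzyme for full effect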
Target sequence (Q9GZU7 76-261 limits assumed): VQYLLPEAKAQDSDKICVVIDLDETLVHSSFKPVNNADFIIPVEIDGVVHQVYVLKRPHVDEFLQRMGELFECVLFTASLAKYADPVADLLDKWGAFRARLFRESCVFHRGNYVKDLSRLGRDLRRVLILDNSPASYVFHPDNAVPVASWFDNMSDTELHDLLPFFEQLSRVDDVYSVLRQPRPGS
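Incubation: 45 min enzyme reaction at room temperature / System: truncated SCP-1 phosphatase (76-261aa) / Reagent: Phospho 17-mer peptide substrate / Buffer or medium: Acidic Tris acetate buffer with magnesium and detergent / Signal: absorbance at 630 nm / Doses: one concentration, 20 µM, with 1.0% DMSO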
DNMT1 block: blocks human DNA methyltransferase DNMT1. DNMT1 molecular beacon, Hinp1I cleavage, fluorescence. inhibition (reported as % activation of signal), % at 10 µM. 360,000 tested, 0.83% active. AID 588458; in the data active = inhibition above about 50%
NadD block: blocks S. aureus nicotinate mononucleotide adenylyltransferase; purified NadD enzyme, colorimetric absorbance read-out; AID 602399; 360,000 tested, 0.78% active; inhibition, % at 20 µM; in the data active = inhibition above about 26%; also: some compounds past the cut are filed as inactive
NRP1-CendR mod: NRP-1/CendR interaction modulation | O14786 | AID 602438 | FAM-RPARPAR peptide binding to NRP-1, fluorescence polarization | 360,000 tested, 0.85% active | inhibition, % at 25 µM;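 active = inhibition or corrected inhibition above about 18%, plus a signal ratio from 0.5 to 1.5, limit read from the data, passing the limit was not always enough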; also: strong numbers were not always called active
SKN-1 block: inhibitors of C. elegans SKN-1. AID 624304. inhibition, % at 21.8 µM. 360,000 tested, 0.49% active. C. elegans VP596 Pgst-4::GFP/RFP ratio, acrylamide-induced, 24 h;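 active = interference check ratio from 0.5 to 1.5 plus GFP to RFP signal ratio inhibition reaching or exceeding a fixed threshold, cut at about 30% in these data, passing the limit was not always enough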; also: some compounds called inactive have numbers as strong as hits
Tb MetRS inh: Trypanosoma brucei MetRS inhibition | purified T. brucei MetRS, ATP depletion, Kinase-Glo luminescence | 360,000 tested, 0.4% active | inhibition, % at 11.9 µM | AID 624268;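 active = inhibition above a per-plate cutoff of the control wells' mean inhibition plus 3 SD, cut at about 5.5% in these data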;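 also: 0% = DMSO wells median and 100% = median of wells with control inhibitor compound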
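Dosing: 11.9 µM compound single dose, 0.9% DMSO; Assay system: purified T. brucei MetRS enzyme; Measured by: Kinase-Glo luciferase luminescence reporting remaining unconsumed ATP; Schedule: 15 min plus 2 h at 25 °C.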
SUMO1 PPI mod: SUMO1-SIM interaction modulation; P63165; SUMO1 binding to a labelled peptide, TR-FRET, 1 h; inhibition, % at 20 µM; 360,000 tested, 0.33% active; in the data active = inhibition above about 37%
Neddylation inh: cullin neddylation inhibition | 360,000 tested, 0.58% active | calls only at 25 µM | P61081+Q13564 | TR-FRET cullin neddylation, biochemical; in the data active = inhibition above about 36%
Target sequence (P61081 whole entry, looked up): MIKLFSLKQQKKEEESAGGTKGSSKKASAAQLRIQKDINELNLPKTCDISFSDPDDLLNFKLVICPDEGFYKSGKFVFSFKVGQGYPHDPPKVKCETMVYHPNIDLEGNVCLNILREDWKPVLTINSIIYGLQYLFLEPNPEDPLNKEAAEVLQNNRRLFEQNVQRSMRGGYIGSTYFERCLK
Target sequence (Q13564 whole entry, looked up): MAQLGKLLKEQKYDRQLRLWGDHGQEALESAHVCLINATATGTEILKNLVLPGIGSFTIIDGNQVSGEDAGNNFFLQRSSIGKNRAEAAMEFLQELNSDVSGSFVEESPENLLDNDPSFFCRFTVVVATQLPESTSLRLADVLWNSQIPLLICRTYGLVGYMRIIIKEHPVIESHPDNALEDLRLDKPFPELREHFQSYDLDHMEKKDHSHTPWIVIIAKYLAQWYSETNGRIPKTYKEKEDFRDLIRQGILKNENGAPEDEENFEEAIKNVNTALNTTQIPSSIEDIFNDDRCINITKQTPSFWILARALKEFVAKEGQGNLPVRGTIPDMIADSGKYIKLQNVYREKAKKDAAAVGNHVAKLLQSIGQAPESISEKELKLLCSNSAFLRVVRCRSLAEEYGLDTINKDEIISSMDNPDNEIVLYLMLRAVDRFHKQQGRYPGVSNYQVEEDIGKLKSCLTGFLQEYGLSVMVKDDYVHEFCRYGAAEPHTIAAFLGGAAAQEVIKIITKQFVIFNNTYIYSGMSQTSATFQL
LMPTP inh: blocks human LMPTP phosphatase. P24666. recombinant LMPTP-A, OMFP fluorogenic substrate, fluorescence intensity. inhibition, % at 20 µM. 360,000 tested, 0.22% active. AID 651560;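 active = compounds that cut the enzyme signal by at least half of the control window in the single-dose screen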;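 also: plate controls were DMSO wells with enzyme plus substrate for no effect and substrate without enzyme for full effect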
Target sequence (P24666 whole entry, looked up): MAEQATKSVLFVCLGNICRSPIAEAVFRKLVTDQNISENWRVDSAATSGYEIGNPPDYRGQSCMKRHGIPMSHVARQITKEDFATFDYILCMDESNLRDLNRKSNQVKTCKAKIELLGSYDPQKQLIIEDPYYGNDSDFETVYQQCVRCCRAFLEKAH
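Material: LMPTP-A; amount: 0.625 nM enzyme; doses: single 20 µM dose; times: reaction 50 min, room temperature, dark; technique: fluorescence intensity of OMFP turnover product; benchmarks: no-enzyme and uninhibited controls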
An asterisk follows results filed as active; i = inactive; . = not tested or not shown.

SMILES	STEP block	Scp-1 inhibitor	DNMT1 block	NadD block	NRP1-CendR mod	SKN-1 block	Tb MetRS inh	SUMO1 PPI mod	Neddylation inh	LMPTP inh
CC(C)c1ccc(NC(=O)C2CCN(S(=O)(=O)c3ccc4c(c3)NC(=O)CO4)CC2)cc1	-2	-9	-3	2	-2	12	0.1	0	i	1.2
c1ccc(-n2nnnc2OCCOc2nnnn2-c2ccccc2)cc1	3	-8	0	3	6	10	-0.9	-1	i	-1.2
NC1=NC(=O)C2(COC(c3ccccc3Cl)OC2)S1 (centres undefined)	-1	2	3	4	0	8	-1.4	2	i	-0.7
COc1cc(C(=O)NCc2nnc(SCC(=O)c3ccc(Cl)cc3)o2)cc(OC)c1OC	2	-9	-1	6	-3	-6	0.0	-3	i	1.3
Cc1ccc(C)c(SCC(=O)NC2CCS(=O)(=O)C2)c1 (centres undefined)	-2	-2	0	-6	-6	-7	-0.2	2	i	-2.1
Cc1ccc(CSc2nnc(-c3cccs3)n2C)cc1	-2	-3	-1	3	-1	11	-1.4	0	i	-0.5
CC1(C)SCC2C(=O)N3C(CSC3(C)C)C(=O)N21 (centres undefined)	1	-7	0	-7	-3	6	-0.4	-2	i	-1.3
CC(=O)Nc1ccc(NC(=O)c2ccccc2S(=O)(=O)c2ccc([N+](=O)[O-])cc2)cc1	4	-4	2	-2	5	3	0.1	-22	i	-1.4
CSc1nc(C)c(CCOC(=O)c2cccc(Cl)c2)c(=O)[nH]1	0	6	0	3	7	-15	-1.3	2	i	-0.5
COc1cccc(NC(=O)Cc2nnc(SCCOc3ccccc3)n2C)c1	0	13	-2	-3	5	-15	2.8	-1	i	0.1
CCCCCOC(=O)Cn1c(=O)oc2ccc(C)cc21	-2	-6	73*	-6	4	22	-0.6	-2	i	-0.9
CON(c1nc(Cl)nc(N(C)C)n1)S(=O)(=O)c1ccccc1Cl	3	-9	0	1	-1	-12	-0.5	-1	i	-0.5
Cn1c2c(c(=O)c3ccccc31)CCCC2	0	-2	5	-2	4	-2	-0.2	4	i	-1.7
CCc1nc2ccc(C(=O)NCCc3ccccc3OC)cc2nc1CC	-1	-5	-1	10	15	9	-0.4	-9	i	1.4
NC(N)=NS(=O)(=O)c1ccc(NC(=S)NC(=O)c2ccc3c(c2)OCO3)cc1	0	-4	1	-1	-1	-1	2.5	-2	i	3.9
COC(=O)C1=NN(c2ccccc2)C2(S1)SC(C(C)=O)=C(C)N2c1ccccc1 (centres undefined)	-1	-10	-13	6	12	27	-0.6	-11	i	2.4
Cc1ccc(C(=O)Cn2c(C(=O)O)cc3ccccc32)cc1	-1	3	2	-5	0	5	-2.2	2	i	-2.7
CCCCN(C)C(=O)c1nc2ccccn2c1CN1CCN(c2ncccn2)CC1	-2	1	1	-2	5	-4	-0.8	4	i	-0.3
O=C(CSc1nnc(CNc2ccc(F)cc2)n1CC1CCCO1)N1CCOCC1 (centres undefined)	1	-3	-1	-1	1	10	-0.5	-5	i	-0.3
Cc1[nH]n(-c2ccc([N+](=O)[O-])cc2)c(=O)c1C=NCCc1c(C)[nH]c2ccccc12	0	-7	-9	4	-8	1	-0.9	-15	i	1.5

Two of the compounds above, in markdown.
| Compound | STEP block | Scp-1 inhibitor | DNMT1 block | NadD block | NRP1-CendR mod | SKN-1 block | Tb MetRS inh | SUMO1 PPI mod | Neddylation inh | LMPTP inh |
| --- | --- | --- | --- | --- | --- | --- | --- | --- | --- | --- |
| NC(N)=NS(=O)(=O)c1ccc(NC(=S)NC(=O)c2ccc3c(c2)OCO3)cc1 | 0 | -4 | 1 | -1 | -1 | -1 | 2.5 | -2 | i | 3.9 |
| CC(C)c1ccc(NC(=O)C2CCN(S(=O)(=O)c3ccc4c(c3)NC(=O)CO4)CC2)cc1 | -2 | -9 | -3 | 2 | -2 | 12 | 0.1 | 0 | i | 1.2 |

Other results
SMILES	STEP block	Scp-1 inhibitor	DNMT1 block	NadD block	NRP1-CendR mod	SKN-1 block	Tb MetRS inh	SUMO1 PPI mod	Neddylation inh	LMPTP inh
COC(=O)c1ccc(/C=C(\C#N)c2nc3ccccc3s2)cc1	-8	31	-9	4	-8	11	-1.3	-4	i	12
Cc1ccccc1-n1c(SCc2cc(=O)n3ccccc3n2)nc2[nH]ncc2c1=O	-1	-1	2	6	0	-19	0.1	-15	i	-5.0
COc1cccc(-c2ccc(=O)n(CC(=O)Nc3ccc(C(=O)N4CCCC4)cc3)n2)c1	2	-7	-8	4	4	15	0.5	-8	i	0.1
Cn1nc(C(F)(F)F)c(-c2ccc(F)cc2)c1NC(=O)c1cccnc1	-3	-3	7	-6	1	-4	-0.5	3	i	-1.0
COC(=O)CN1C(=O)CC(C)(C)S(=O)c2ccccc21 (centres undefined)	-3	-12	-1	0	-1	-5	0.0	2	i	-1.0
CCOc1ccccc1NC(=O)CN1C(=O)COc2ccccc21	-3	-4	-1	-2	5	2	-0.7	9	i	-0.7
Cc1nnc2ccc(-c3cccc(NC(=O)Cc4cccs4)c3)nn12	2	-5	-12	4	-6	0	-0.2	-15	i	5.9
CCCn1cnnc1CNC(=O)C1CCC(=O)N(CCCc2ccccc2)C1 (centres undefined)	0	-8	1	0	12	13	0.2	2	i	0.4
CC(=O)c1cccc(NC(=O)c2ccc(N(C)S(C)(=O)=O)cc2)c1	-13	1	5	4	9	-27	-1.8	2	i	0.5
COc1ccc(N2CCN(S(=O)(=O)CCNC(=O)c3ccco3)CC2)cc1	-2	6	-10	-5	1	-16	0.1	0	i	-1.0
O=c1c2ccccc2nc(-c2cccs2)n1-c1cccc2ccccc12	2	-2	-7	2	5	8	-0.7	-5	i	2.2
C=CCOn1c(=O)c(-c2ccc(Br)cc2)[n+]([O-])c2ccccc21	-2	9	1	-9	2	1	-0.7	-35	i	-1.2
c1ccc(NC2=NCCN2CC2CCCCCC2)cc1	0	-3	2	-2	10	-3	-0.1	3	i	-0.9
Cc1ccc([C@H]2N[C@]3(CCCN(Cc4ccco4)C3=O)[C@H]3C(=O)N(Cc4ccccc4)C(=O)[C@@H]23)cc1	-2	.	-3	0	-2	0	0.5	9	i	-0.9
C[C@@H]1CN([C@@H](C)CO)S(=O)(=O)c2ccc(Br)cc2O[C@H]1CN(C)C(=O)c1cccc(F)c1	2	.	0	-1	-7	-8	-2.3	5	i	-1.5
CCn1c(CC(=O)Nc2ccccc2)nnc1SCC(=O)N1CCOCC1	1	-9	1	3	-2	-6	-0.3	-1	i	-0.4
COc1ccc(C(=O)Nc2cc3c4c(c2)CC(=O)N4CCC3)cc1	2	-2	-4	8	4	5	-0.3	7	i	0.6
O=C(O)CCC(NS(=O)(=O)c1ccc(-c2ccccc2)cc1)C(=O)O (centres undefined)	-2	-4	2	-3	-4	-8	-2.1	-3	i	-1.9
CCOC(=O)N1CCC2(CC1)C(C#N)=C(N)Oc1c2c(C)nn1-c1cccc(Cl)c1	3	-4	-12	10	-19	7	-1.3	9	i	2.3
C/C(=N/NC(=O)CNC(=O)c1ccccn1)c1ccccc1	3	-1	-1	-4	-5	-1	0.1	1	i	-3.4
O=C(CCNS(=O)(=O)c1ccc(Cl)cc1)Nc1ccncc1	-2	3	3	-6	1	0	-0.6	0	i	0.2
COc1cc(CCC(=O)Nc2cccc(C(F)(F)F)c2)cc(OC)c1OC	-2	-5	9	-6	-3	2	-0.3	1	i	-0.5
COc1ccc(NC(=O)CSc2nc(C)cc(C)n2)cc1	4	-9	-2	-2	-64	18	-1.6	-3	i	-2.5
O=C(c1ccco1)N1CCN(c2ncnc3scc(-c4ccc(F)cc4)c23)CC1	-2	5	2	-6	-6	-17	-1.1	4	i	0.9
Cc1ccc(CN(Cc2ccccc2)C(=S)NCC(=O)NCc2cccnc2)o1	13	9	-2	-2	3	17	0.3	1	i	-1.6
COc1ccccc1CNC(=O)C(Cc1ccccc1)NC(=O)c1ccccc1 (centres undefined)	-2	-8	1	4	-7	-6	-0.5	0	i	0.4
Cc1c(Cl)c(C(=O)NNC(=S)NCc2ccco2)nn1C	-3	1	1	1	2	-1	-1.7	0	i	-2.0
[N-]=[N+]=CC(=O)C(O)(c1ccccc1)C(Cl)c1ccccc1 (centres undefined)	-1	-18	8	-4	-3	-10	-0.7	0	i	0.5
Cc1[nH]c(C)c(S(=O)(=O)NCc2ccc(Cl)cc2)c1C(=O)N1CCCC1	1	-3	0	5	7	10	-0.1	0	i	-0.8
Cc1ccc(-c2nnn(CC(=O)N3CCCCC3)n2)cc1	0	0	2	-2	-4	-7	-1.9	1	i	-0.7
CCN(CC)CCCNC(=O)c1cn(C)c2ccc(S(=O)(=O)N(C)C)cc2c1=O	-1	-4	4	-2	6	-2	0.3	4	i	-0.5
Cc1csc(SCC(=O)N(c2ccccc2)C(C)C)n1	1	-2	2	1	-2	4	-0.5	0	i	-0.9
O=C(COc1cccc(Br)c1)Nc1ccc(Cl)c(S(=O)(=O)N2CCOCC2)c1	0	-21	-1	-10	2	6	-0.1	1	i	1.6
O=C1NC(=S)SC1=Cc1ccccc1Br	-1	-5	4	4	-60	1	-0.2	11	i	2.0
CCCn1cc(CN2CCC(Cc3ccccc3)(C(=O)OCC)CC2)c(C)n1	1	-7	0	-5	9	-3	-0.2	-3	i	2.6
CCOC(=O)N1CCN(S(=O)(=O)c2ccc(OCC(=O)OC)c(C)c2)CC1	1	0	-1	-4	-11	5	-0.4	-4	i	0.5
COCc1cccc(C(=O)NC(c2ccccc2)c2ccccc2)c1	0	-9	2	-1	10	8	-0.8	4	i	1.2
COc1ccc(Br)cc1CN(C)C(=O)c1ccccc1OCc1c(C)noc1C	1	-2	-1	-3	8	9	-0.4	4	i	-1.0
Cc1cccc(C(=O)N[C@H](C(=O)OCc2cc(=O)n3c(n2)sc2ccccc23)C(C)C)c1	9	72*	98*	2	3	1	-1.0	8	i	23
O=C(NCc1cccnc1)c1cccc(S(=O)(=O)N2CCCC2)c1	-1	-5	4	-6	12	5	0.2	0	i	-0.9
O=C(CSc1ccc(Cl)cc1)NC1=NN(c2ccccc2)C(=O)C1	2	-8	-5	8	-10	1	-0.3	8	i	4.4
Cc1cc(SCC(=O)NCC2CCCO2)nc2ccccc12 (centres undefined)	1	-8	1	-7	-155	6	-0.4	-6	i	1.1
CN(C)CCCN(C(=O)c1ccc2c(c1)OCCO2)c1nc2cc3c(cc2s1)OCO3	0	0	5	-15	6	-7	-0.2	6	i	0.1
CC1=C(C(=O)OC(C)(C)C)C(c2cccc3ccccc23)NC(=O)N1 (centres undefined)	-3	-4	-2	-6	12	1	-1.4	7	i	0.0

Printed as active in DNMT1 block, of those listed so far:
SMILES	STEP block	Scp-1 inhibitor	DNMT1 block	NadD block	NRP1-CendR mod	SKN-1 block	Tb MetRS inh	SUMO1 PPI mod	Neddylation inh	LMPTP inh
CCCCCOC(=O)Cn1c(=O)oc2ccc(C)cc21	-2	-6	73*	-6	4	22	-0.6	-2	i	-0.9
Cc1cccc(C(=O)N[C@H](C(=O)OCc2cc(=O)n3c(n2)sc2ccccc23)C(C)C)c1	9	72*	98*	2	3	1	-1.0	8	i	23
